# Source: PubChem (National Center for Advancing Translational Sciences (NCATS))
# Pf Dd2 inh – Plasmodium falciparum Dd2 growth inhibition; actives 4.3% (n = 120,000); AID 1347417; Potency, µM (series often up to 28.9 µM), inactives show top-dose activity, negative = inhibition, hits mostly inhibitors; P. falciparum Dd2 growth, SYBR Green, 72 h; active = well fitted inhibition curve with a large enough effect; inconclusive = small, poorly fitted or top-dose-only effect; inactive = no such curve, though single readings can be large or run the other way;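 note: plate controls were DMSO vehicle for no effect and reference drug for full effect; nearly all actives have a fitted effect of over 65% in size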
#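 Readout: SYBR Green fluorescence, 485 nm excitation, 535 nm emission, after ~16 h lysis at 37C. Before that, Dd2-infected red cells (2.5% hematocrit) grew 72 h with compound, 29 uM top final concentration.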
# Active calls of the source: *; i = inactive; ? = inconclusive; [ ] = dose if it differs, or a comment. Potency is the fitted concentration of half-maximal effect.
# Start of the data: the first two compounds, to show the layout:
SMILES,Pf Dd2 inh
Cn1c(SCc2ccc(F)cc2)nc2ccc(C(=O)NCc3cccc(Cl)c3)cc21,10µM*
Cc1nc2nc(NC(=O)c3ccc(C(C)(C)C)cc3)[nH]n2c(=O)c1C,2%

# The whole of this part, previewed entries included:
SMILES,Pf Dd2 inh
Cn1c(SCc2ccc(F)cc2)nc2ccc(C(=O)NCc3cccc(Cl)c3)cc21,10µM*
Cc1nc2nc(NC(=O)c3ccc(C(C)(C)C)cc3)[nH]n2c(=O)c1C,2%
O=C(NCCc1c[nH]c2ccccc12)c1c(OCC2CC2)cc(=O)n2c1CCOCC2,?
CCc1c(C)nc2nc(-c3ccccc3)nn2c1NCc1ccc(C)cc1,-20%
CCN1c2cc(C(=O)Nc3ccc(OC)c(OC)c3)ccc2C(=O)N2CCCCCC21 (stereo not drawn),i
COc1ccc(C(=O)N[C@H]2CO[C@H]3[C@@H]2OC[C@H]3OCc2ccccc2)cc1,0%[44.1 µM]
c1ccc(CNC[C@H]2Cn3c(-c4ccc5c(c4)OCCO5)cnc3CO2)cc1,11µM*
COc1ccccc1NC(=O)C1=C(C)Nc2c(C(=O)Nc3ccc(F)cc3)cnn2C1c1cccc([N+](=O)[O-])c1 (stereo not drawn),?
COc1ccc(C(=O)N2CCC(n3cc(-c4nc(C)no4)nn3)CC2)c(C)c1,i
Brc1ccc(-c2nnc3sc(CN4CCCCC4)cn23)cc1,10%
CC(C)N1C(=O)C2(CCCCC2)C1C(=O)NCC1CC1 (stereo not drawn),i
CC1=C(C(=O)NCc2cccc(Br)c2)C2(CCCCC2)OC1=O,-7%
CCC(C)NC(=O)C1COC2(CCN(C(=O)CC(C)C)CC2)N1C(=O)c1cccc(OC)c1 (stereo not drawn),10%
COc1ccc(-c2nc(C(C)C)nc3c2CN([S+](=O)([O-])c2cccs2)CC3)cc1,5µM*
CN1CCC(Oc2ncccc2C(=O)NCCc2ccncc2)CC1,-8%
COc1cccc(C(=O)Nc2ccccc2-c2nc3ccccc3s2)c1,i
CC1CCN(C(=O)CSc2nnc(NC(=O)Nc3ccccc3)s2)CC1,i
CN(CC1CCOC1)S(=O)(=O)c1cccc(C(F)(F)F)c1 (stereo not drawn),8%[5.79 µM]
C=CCn1ccn2cnc(-c3ccccc3)c2c1=O,i
Cc1ccc(NC(=O)CSc2ccc(-c3sc(-c4ccccc4)nc3C)nn2)cc1F,-15%
Cc1cccc(C(=O)N2CCCCCCNC(=O)CC2)c1,-14%
CCOc1ccccc1CN1CCN(C(=O)c2ccccn2)CC1CCO (stereo not drawn),-1%
Cc1cccc(CS(=O)(=O)Cc2ccc(C(=O)NC(C)c3ccccc3)o2)c1 (stereo not drawn),-4%
CCNC(=O)N1C[C@@H](Oc2cccnc2)C[C@@H]1C(=O)NCCOC,-1%
CN(C)c1ncc2c(n1)C(C)(C(=O)NCCCn1ccnc1)CCC2 (stereo not drawn),i
# Following part:
SMILES,Pf Dd2 inh
Cc1ccccc1OCC(=O)Nc1ccc(S(=O)(=O)N(Cc2ccccc2)c2ccccc2)cc1,i
Cc1ccc(NC(=O)c2cnc(SCC(=O)N3CCOCC3)n(C)c2=O)cc1,39%[activator]
COCc1cc(C[C@@H]2CC[C@H](O)[C@@H](CNC(=O)COc3ccccc3)O2)no1,13%[44.1 µM]
O=C(Nc1ccc(Cl)cc1)c1nc2c(o1)CCN(Cc1ccc3c(c1)CCO3)CC2,?
O=C(COc1ccc(F)cc1)N1CCC(n2cc(-c3nc(C4CC4)no3)nn2)C1 (stereo not drawn),5.6µM*
O=C(c1ccc2c(c1)N(Cc1ccccc1)C(=O)c1ccccc1S2(=O)=O)N1CCCC1,?
CCOc1ccc(C(=O)NC2CCCN(c3cc(-c4ccc(F)cc4)[nH]n3)C2)cc1OCC (stereo not drawn),-1%
COc1ccc(NC(=O)Cn2cc(S(=O)(=O)c3ccccc3)c(=O)c3cc4c(cc32)OCO4)cc1,-16%
CCCCCC(=O)Nc1nc2c(s1)C[C@@H]1[C@](C)(CO)[C@H](O)CC[C@@]1(C)[C@@H]2CC(=O)Nc1cccc(O)c1,13µM*
COc1ccc(C(=O)NC2CCN(c3cc(-c4ccc(OC)cc4)[nH]n3)C2)cc1 (stereo not drawn),-10%
CCN(CCCNC(=O)c1nn(-c2ccc(OC)c(Cl)c2)c(=O)c2c1c1ccccc1n2C)c1cccc(C)c1,?
COc1ccc(OCC2(C)COc3ccc(C(=O)NCc4cccc(F)c4)cc3N2)cc1 (stereo not drawn),-7%[44.1 µM]
Cc1ccccc1-c1nc(C2CC(=O)N(C3CCCCC3)C2)no1 (stereo not drawn),27%
CCOC(=O)N1CCC(NC(=O)c2cnn(-c3ccc(OC)cc3)c2C2CCN(C(=O)OC(C)(C)C)CC2)CC1,8.9µM*
Cn1cccc1CN1CCC2(CC1)CN[S+](=O)([O-])c1cccnc1O2,-12%
Cc1ccc(C)c(NC(=O)Cn2c(=O)n(-c3ccccc3)c(=O)c3c2cc(C)n3C)c1,29%
O=C(c1cc2c(=O)[nH]c3ccccc3c2s1)N1CCN(c2ccc(F)cc2)CC1,?
Cc1ccc(-n2ncc3c(N4CCN(C)CC4)ncnc32)cc1C,i
CCOc1ccc(Nc2oc(/C=C/c3ccc(F)cc3)nc2C#N)cc1,i
Cc1ccc(-n2nc3c(=O)n(CC(=O)NC(C)C)nc(C)c3c2C)cc1,i
CS(=O)(=O)N[C@@H]1C[C@H](Cn2cc(C3CC3)nn2)[C@@H](O)[C@H]1O,i
CN(C)c1nc2c(c(=O)[nH]1)CCN(Cc1ccc(Cl)c(F)c1)CC2,?
O=[N+]([O-])c1cc(-c2nc(-c3ccccc3)no2)ccc1NC1CCCC1,10%
CN1CCN(Cc2nc(C3(O)CCNCC3)cs2)CC1,20%[44.1 µM]
COc1ccc(OC)c(NC(=O)c2nnn3c2COC(c2ccc(Cl)cc2)C3)c1 (stereo not drawn),-14%

# Gathered by group, the compounds so far with a nitro group on carbon
SMILES,Pf Dd2 inh
COc1ccccc1NC(=O)C1=C(C)Nc2c(C(=O)Nc3ccc(F)cc3)cnn2C1c1cccc([N+](=O)[O-])c1 (stereo not drawn),?
O=[N+]([O-])c1cc(-c2nc(-c3ccccc3)no2)ccc1NC1CCCC1,10%

# The listing continues.
SMILES,Pf Dd2 inh
O=C1CCN(Cc2cccnc2)CCCC(C(=O)Nc2ccccc2)CCN1 (stereo not drawn),?
COc1cccc(-c2cc3c(=O)n(CCNC(=O)c4ccc(Cl)cc4)ccn3n2)c1,12%
CCCN1C(=O)C2(c3ccccc31)c1c(oc3ccccc3c1=O)C(=O)N2CCO (stereo not drawn),45%[activator]
COc1ccc(NC(=O)c2csnn2)cc1,17%[0.594 µM]
CCC(C)C(=O)N1CCC2(CC1)NCCc1c2[nH]c2ccccc12 (stereo not drawn),?
CCc1ccccc1-n1nc(-c2c(C)nc3scc(CC(=O)NCc4ccco4)n3c2=O)cc1C,-8%
COc1ccccc1CC(=O)N1CCCN(c2cc(-c3ccccc3)[nH]n2)CC1,i
COCCNC(=O)Cn1nc(-c2ccc(C)cc2)c2ccccc2c1=O,4%
CCc1cccc2sc(N3CCN(C(=O)C4CC4)CC3)nc12,i
Cc1nc(-c2ccccc2)sc1CCNC(=O)C(=O)Nc1ccc2c(c1)OCO2,6%
CN(Cc1csc(-c2ccccc2)n1)C(=O)CN1CCOC1=O,-5%
CCn1nccc1C(=O)N1CCCCCCNC(=O)[C@@H]2CCC[C@@H]21,8%
O=C(c1ccc(OC2CCN(C(=O)c3ccc(F)cc3)CC2)nc1)N1CCOCC1,10%
CCOc1ccc(CCNC(=O)C(CC)n2nc(C)c3c(C)n(-c4ccccc4)nc3c2=O)cc1 (stereo not drawn),1%
COc1ccccc1NC(=O)c1oc2ccccc2c1NC(=O)c1ccc(S(=O)(=O)N(C)C)cc1,?
CCN(CC)C(=O)C1=C(C)Nc2nc3ccccc3n2C1c1ccc(Cl)cc1 (stereo not drawn),-10%
CC(C)CCC(=O)NC1CCN(c2cnn(CC3CC3)c(=O)c2)CC1,?
CN(C)Cc1ccc(-c2cc3c(ccn3C)c(C(=O)NCc3cccnc3)n2)cc1,?
O=S(=O)(c1cc(F)ccc1F)N1CCC(n2cc(CCCO)nn2)CC1,-15%
COc1ccc(C(=O)N2CCn3c(nn(-c4ccc(Cl)cc4)c3=O)C2)cc1,12%
CCn1c(=O)cc(OCC(=O)N(C)c2ccc(OC)cc2)c2ccccc21,-7%
O=C(c1ccc(Cl)cc1)N1CCOCC2(C1)CN([S+](=O)([O-])c1ccccc1)C2,41%[activator][44.1 µM]
CC(=O)N1Cc2ccccc2CC2(CCN(Cc3cccnc3)C2)C1 (stereo not drawn),-12%
Cc1ccc2c(c1)N(CCC(=O)NCc1ccccc1Cl)C(=O)CO2,46%[activator]
CCOC(=O)C1CCN(C(=O)c2cc(-c3ccncc3)cn2Cc2ccccc2C)CC1,6.3µM*

# 2 records drawn at random from the list so far, as already listed:
SMILES,Pf Dd2 inh
CN(C)c1nc2c(c(=O)[nH]1)CCN(Cc1ccc(Cl)c(F)c1)CC2,?
C=CCn1ccn2cnc(-c3ccccc3)c2c1=O,i

# (listing goes on)
SMILES,Pf Dd2 inh
O=C(CSc1nccn1Cc1ccccc1)NCc1ccccc1Cl,i
Cc1cc2nc3n(c(=O)c2n1CC(=O)NCc1ccc(Cl)cc1)CCCC3,i
COC(=O)c1ccc(Cn2nc(-c3ccc(C)c(C)c3)ccc2=O)cc1,2%
CCc1cccc(NC(=O)C2CCC(CNS(=O)(=O)c3ccc4c(c3)CCCC(=O)N4)CC2)c1 (stereo not drawn),48%[activator]
O=C(c1ccccc1OCC1CCCN(Cc2nccs2)C1)N1CCCCC1 (stereo not drawn),?
COc1ccc(CN2C(=O)CO[C@H]3CN(c4ccc(C#N)cn4)C[C@H]32)cc1,?
COc1ccc(-c2noc([C@@H]3Cc4nc[nH]c4CN3C(=O)Nc3ccc(C)cc3)n2)cc1,-12%[44.1 µM]
CC(C)C(=O)Nc1c(C(=O)N2CCN(c3ccccc3F)CC2)oc2ccccc12,?
CC(C)NC[C@H]1O[C@@H]2C[C@@H](CC(=O)NCc3nccn3C)O[C@@H]2[C@@H]1O,i
CCOC(=O)CSc1nc2ccc(NC(=O)c3ccc(F)cc3)cc2s1,1%
CCC(CC)NC(=O)C1CCN(C(=O)c2ncn3c2COC(c2ccc(F)cc2)C3)CC1 (stereo not drawn),-23%
CCC(=O)n1nc(-c2cccnc2)nc1NCc1ccc(F)cc1,25%
CN1CCC2(C1)CN(CC1CCOCC1)c1ccc(C(=O)Nc3ccccc3)cc12 (stereo not drawn),?
O=C(NC1CCCC1)c1cccc2c1CCN2S(=O)(=O)c1ccccc1,i
CCC1=Nc2cc(C(=O)NCc3ccccc3Cl)ccc2Sc2ccc(C)cc21,?
CCCCNC(=O)C1CCN(C(=O)c2ncn3c2COC(c2ccc(OC)cc2)C3)CC1 (stereo not drawn),i
O=C(Nc1ccc(Cl)cc1)C1CCC(CNS(=O)(=O)c2ccc(Br)s2)CC1 (stereo not drawn),2%
CCOCCc1nc(C2CCOC2)nn1C1CCCCC1 (stereo not drawn),-3%
O=C(c1ccc(F)cc1F)N1CCCN(C(=O)C2CC2)c2ccccc21,-21%
Cc1ccc(N2C(=O)N[C@@H]3CCN(C(=O)c4ccc(C(C)(C)C)cc4)[C@@H]3C2=O)cc1,0%[44.1 µM]
Cc1noc(-c2cn(C3CCN(C(=O)c4ccc(C)c(F)c4)CC3)nn2)n1,i
CC1(CNC(=O)NC2CCCC2)CCOCC1,-12%
CC(=O)N[C@H]1CC[C@]2(C)CCC([C@H](C)C(=O)N3CCC(C)CC3)[C@H](O)[C@H]2[C@@H]1C (stereo partly drawn),-6%[44.1 µM]
NC(=O)C1CCN(c2cc(-c3noc([C@@H]4CCCN4Cc4ccncc4)n3)ccn2)CC1,?
COCCN1C(=O)Cc2ccccc2C1C(=O)NCc1ccccc1 (stereo not drawn),-12%

# Copied from the list.
# Pf Dd2 inh result of CCOc1ccccc1CN1CCN(C(=O)c2ccccn2)CC1CCO (stereo not drawn) stands at -1%
# Pf Dd2 inh result of O=[N+]([O-])c1cc(-c2nc(-c3ccccc3)no2)ccc1NC1CCCC1 stands at 10%
# Pf Dd2 inh result of Cc1ccc(NC(=O)c2cnc(SCC(=O)N3CCOCC3)n(C)c2=O)cc1 stands at 39%[activator]

# The listing continues.
SMILES,Pf Dd2 inh
COc1cccc(CN2CCCN(S(=O)(=O)c3ccccc3)CCC(=O)NCC2)c1OC,?
Cc1cccc2c1nc1n2[C@@H](CNC2CCCCC2)COC1,i
CCc1cnc2c(c1SCC(=O)NCc1ccccc1Cl)c(=O)n(C)c(=O)n2C,3%
Cc1cccc(C2c3cc(OCc4nc(C(=O)NCC5CC5)co4)ccc3CCN2C(=O)C2CC2)c1 (stereo not drawn),?
Cc1ccc(NC(=O)CNC(=O)Cn2c(C)cc3ccccc3c2=O)cc1F,26%
Cc1cn2nc(-c3nc(C4CCCN(C(=O)c5ccc(Cl)cc5)C4)no3)cc2c(=O)[nH]1 (stereo not drawn),?
O=C(c1cccnc1)N1CCC2(CC1)CN(Cc1ccccc1)CC2CO (stereo not drawn),-22%
Cc1oc2c(c1C(=O)Nc1ccc(F)c(F)c1)C1=NCCN1C=N2,17%
Cc1nn2c(=O)cc(COC(=O)COc3ccccc3C)nc2s1,56%[activator]
CCCCCC(=O)N[C@H]1C[C@@H](Cc2cc(CN3CCOCC3)on2)C1(C)C,i
COc1ccc(Cn2c(=O)c3cccnc3n(CC(=O)Nc3c(C)cc(C)cc3C)c2=O)cc1,33%[activator]
Cc1ccc(NC(=O)N2CCc3c(C(=O)NCc4ccco4)cccc32)cc1,?

# An excerpt; count on the stated rates, not on these rows.
